S2 tox: reduces viability in counter-screen for ATXN expression inhibitors. Potency, µM (highest dose often 56.7 µM), usual class: cytotoxic. 400,000 tested, 0.49% active. S2 cells (HEK-293 line with an ATXN2-luciferase reporter) viability, CellTiter-Fluor protease fluorescence, 24 h. AID 651635; note: potency is the fitted concentration of half-maximal effect; nearly all actives have a fitted effect of over 40% in size
A549 viability: kills or reduces viability of A549 cells in Nrf2 counter-screen; A549 ARE-Fluc cells, CellTiter-Fluor viability, 18-24 h; Potency, µM (top dose mostly 46 µM), inactives show top-dose activity change, negative = cytotoxicity, most hits filed as inhibitors; 390,000 tested, 0.16% active; AID 504648; note: potency is the fitted concentration of half-maximal effect; % is set by controls: 0 for no effect and ±100 for the full control effect
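A549 ARE_Fluc cells in 5% FBS OPTI-MEM were exposed to compounds in concentration-response for 18-24 h at 37 deg C. Viability was read by CellTiter-Fluor fluorescence (Ex 405/Em 525) after 30 min, before the luciferase read.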
Nrf2 inh: blocks Nrf2 signaling; Potency, µM (highest dose often 46 µM), inactives show at the top dose activity change, negative = inhibition, actives largely listed as inhibitors; AID 504444; A549 ARE-Fluc reporter, luciferase luminescence, 18-24 h; 360,000 tested, 2.1% active; note: potency is the fitted concentration of half-maximal effect; % is set by controls: 0 for no effect and ±100 for the full control effect; nearly all actives have a fitted effect of over 60% in size
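Cells were seeded and rested 2 h, then exposed to compounds for 18-24 h. CellTiter-Fluor was read first as a viability measure. BugLite was added 15 min before the final luminescent read of ARE-luciferase activity in A549 cells.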
ATXN2 expr inh: reduces ATXN2 reporter expression in HEK-293 cells. AID 1745845. Potency, µM (titrated, usually from 57 µM), inactives show top-dose activity change, negative = inhibition, hits mostly inhibitors. 360,000 tested, 0.72% active. HEK-293 ATXN2-luciferase reporter, luminescence, 24 h; note: potency is the fitted concentration of half-maximal effect; % is set by controls: 0 for no effect and ±100 for the full control effect; nearly all actives have a fitted effect of over 55% in size
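qHTS (up to 57 uM final) was run with 24 h compound exposure of reporter cells at 37 °C. Each well was multiplexed: SteadyGlo luminescence measured ATXN2-luciferase expression after a fluorogenic Gly-Phe-AFC viability readout (25 uM final).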
Nrf2 activator: activators of Nrf2 (ARE) signaling; 410,000 tested, 0.31% active; AREc32 ARE-luciferase reporter (MCF7-derived line), luminescence, 24 h; Potency, µM (series often up to 46.1 µM), inactives show top-dose activation, most hits filed as activators; AID 624171; note: potency is the fitted concentration of half-maximal effect; % of control where 0% means no effect; nearly all actives have a fitted effect of over 65% in size
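ARE-driven firefly luciferase activity in AREc32 cells measured after a 24 hr compound exposure at 37 deg C, using Steady-Glo reagent and a 30 min room-temperature hold.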
HepG2 tox: HepG2 cytotoxicity, counter-screen for TGF-b inhibitors | HepG2 CAGA-GFP viability, ATP luminescence, 18 h | Potency, µM (titrated, usually from 46.1 µM), inactives show at the top dose activity change, negative = cytotoxicity, hits mostly cytotoxic | 410,000 tested, 0.76% active | AID 588856; note: potency is the fitted concentration of half-maximal effect; some results filed as inactive show a strong effect at the top dose
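HepG2 CAGA-GFP cells (1000/well, DMEM with 1% FBS) received compound, then TGF-beta at 500 pg/mL final, and were incubated 18 hours at 37 degrees C. Viability was read by CellTiter-Glo luminescence. Media-only wells were set as complete cell-killing and DMSO as no toxicity.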
EPAC2 agonist: EPAC2 (human) agonism | EPAC2 activation, biochemical qHTS; response scale: 100% = 6.5 mM cAMP response | AID 720711 | Potency, µM (top dose mostly 154 µM), for inactives: at the highest dose activation, most hits filed as activators | 360,000 tested, 0.079% active; note: potency is the fitted concentration of half-maximal effect; nearly all actives have a fitted effect of over 50% in size
Target sequence (Q8WZA2 whole entry, looked up): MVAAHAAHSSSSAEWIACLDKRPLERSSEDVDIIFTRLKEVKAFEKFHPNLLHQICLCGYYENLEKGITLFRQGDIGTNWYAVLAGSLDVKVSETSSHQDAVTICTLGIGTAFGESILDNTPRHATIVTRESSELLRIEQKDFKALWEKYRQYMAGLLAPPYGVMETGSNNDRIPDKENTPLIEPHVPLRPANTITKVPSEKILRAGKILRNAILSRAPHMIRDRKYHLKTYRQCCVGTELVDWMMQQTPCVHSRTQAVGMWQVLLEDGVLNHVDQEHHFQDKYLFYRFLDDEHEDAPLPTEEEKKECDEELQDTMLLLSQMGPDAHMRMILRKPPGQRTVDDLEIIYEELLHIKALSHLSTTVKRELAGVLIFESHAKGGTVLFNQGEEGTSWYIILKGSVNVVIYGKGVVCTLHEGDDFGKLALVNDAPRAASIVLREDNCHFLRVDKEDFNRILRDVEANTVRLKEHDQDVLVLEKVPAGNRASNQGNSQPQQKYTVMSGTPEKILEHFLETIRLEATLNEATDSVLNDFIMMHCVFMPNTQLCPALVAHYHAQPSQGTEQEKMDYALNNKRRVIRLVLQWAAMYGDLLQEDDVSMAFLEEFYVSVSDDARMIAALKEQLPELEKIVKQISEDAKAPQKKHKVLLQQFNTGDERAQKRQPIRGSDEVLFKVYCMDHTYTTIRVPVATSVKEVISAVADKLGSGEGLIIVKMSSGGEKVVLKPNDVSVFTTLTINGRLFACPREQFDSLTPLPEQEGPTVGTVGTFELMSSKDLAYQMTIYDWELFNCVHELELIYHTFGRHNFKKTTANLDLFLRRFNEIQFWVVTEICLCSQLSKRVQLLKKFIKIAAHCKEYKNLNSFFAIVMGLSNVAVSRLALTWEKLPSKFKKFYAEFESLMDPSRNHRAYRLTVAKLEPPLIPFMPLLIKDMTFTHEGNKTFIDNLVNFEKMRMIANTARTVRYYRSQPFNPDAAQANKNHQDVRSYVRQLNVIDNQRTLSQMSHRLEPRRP
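In this primary screen, activation is scored as increased exchange of BODIPY-GDP from Rap1B by 100 nM EPAC2, with 50 uM GDP as competitor. Signal is normalized to the 6.5 mM cAMP agonist control.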
TGFb inhibitor: TGF-b pathway inhibition | HepG2 CAGA-GFP TGF-b/SMAD3 reporter, GFP fluorescence, 18 h; TGF-beta stimulated, 500 pg/mL final | Potency, µM (doses to about 46.1 µM), for inactives: at the top dose activity, negative = inhibition, hits mostly inhibitors | 410,000 tested, 1.2% active | AID 588855; note: potency is the fitted concentration of half-maximal effect; % is set by controls: 0 for no effect and ±100 for the full control effect; nearly all actives have a fitted effect of over 65% in size
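HEPG2 CAGA-GFP reporter cells (1000/well, DMEM with 1% FBS) received compounds, then recombinant TGF-beta at 500 pg/mL final for 18 hours at 37 degrees C. Per-cell GFP summed per well was normalised to unstimulated and stimulated DMSO controls before curve fitting.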
IL-2 act: activates IL-2 in a cell-based reporter assay; IL-2 activation reporter assay, cell-based qHTS; stimulated with anti-CD3/CD4/CD28 beads; in transgenic mouse T cells; activation, % (series mostly up to about 46 µM); 360,000 tested, 0.065% active; in the data active = activation above about 50%; inconclusive = mostly about 30% to 49%; note: 0% is about no effect
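Using fluorescent plate cytometry, EGFP and DsRed are detected in transgenic mouse T cells stimulated 18 h at 37 degrees C with antibody-coated beads after 60 min compound pretreatment.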
* hit, by the source's call; i = inactive; ? = inconclusive; · = no result given; [ ] = dose if it differs, or a comment. Unless noted, calls come from the whole dose curve; as a rule, active = well fitted curve in the direction sought with a large enough effect; inconclusive = small, poorly fitted or top-dose-only effect, or another doubt; inactive = no such curve, though single readings can be large; an effect the other way counts as inactive or inconclusive.

Below each SMILES – Nrf2 activator, Nrf2 inh, ATXN2 expr inh, S2 tox, EPAC2 agonist, A549 viability, HepG2 tox, IL-2 act, TGFb inhibitor
- O=C1CC(N2CCN(C/C=C/c3ccccc3)CC2)C(=O)N1CCc1ccccc1 (stereo not drawn)
    4.9%, 9.2µM*, ?, i, -4.2%, 0.6%, -28.6%, -3.6, ?
- Cc1cc(C)cc(OCC(O)CN2C(=O)NC(C)(C)C2=O)c1 (stereo not drawn)
    -0.2%, 6.3%, 0.9%, i, 5.4%, 3.0%, 8.5%, -1.0, 0.0%
- Cc1ccc(C(=O)Nc2cccnc2Cl)cc1Cl
    1.1%, ?, 57.3%[activator], i, 9.4%, -2.1%, 0.6%, 0.4, 8.9%
- CCCNC(=O)C1CC(c2ccc(C(F)(F)F)cc2)=NO1 (stereo not drawn)
    -0.3%, 0.1%, 6.3%, i, -4.4%, -4.6%, 2.5%, -0.5, -2.1%
- Cc1cc(NC(=O)CSc2ncnc3ccccc23)no1
    0.3%, ?, -2.4%, i, 10.9%, -2.1%, -13.7%, 0.7, 2.9%
- CC[C@@H](C)[C@@H](C(=O)Nc1ccc(C)cc1)N1Cc2ccccc2C1=O
    0.5%, 7.3%, 0.0%, ?, ·, -10.3%, -11.4%, ·, -4.3%
- c1ccc(Nc2nc3ccccc3n3cnnc23)cc1
    7.7%, -9.6%, -1.5%, i, 2.3%, 0.5%, 16.6%, 2.7, -1.7%
- COc1ccc(S(=O)(=O)N2CCC(C(=O)Oc3cccc(C)c3)CC2)cc1OC
    0.4%, 5.2%, 17.2%, i, 28.2%, -2.4%, 4.7%, -2.5, 2.5%
- CCc1ccc(NC(=O)c2ccc3[nH]c(C)c(C)c3c2)cc1
    4.8%, ?, ·, ·, ·, 12.2%, 0.9%, ·, 0.1%
- Cc1cc(C)c(C#N)c(SCC(=O)Nc2nonc2N)n1
    3.8%, 2.6%, 47.8%[activator], ·, 5.6%, -0.9%, 6.7%, -1.2, 10.2%
- Cc1ccccc1CS(=O)(=O)Cc1ccc(C(=O)NCCCN2CCCC2=O)o1
    -0.6%, -5.5%, 3.4%, i, -1.2%, -9.5%, 1.9%, 3.3, 3.2%
- COc1ccc(Cl)cc1Cn1c(C)c(C(=O)NCc2ccccc2C(F)(F)F)sc1=O
    -0.1%, ·, -6.5%, i, 2.4%, ·, -19.4%, 0.2, -15.4%
- O=C(NC1CCCC1)c1cc(-c2ccc(Cl)cc2)on1
    3.0%, ?, 64.8%[activator], i, 4.4%, -5.7%, 7.0%, 0.6, 11.2%
- CSc1nnnn1-c1cccc(O)c1
    2.3%, 9.9%, -10.9%, i, 1.9%, 1.1%, -4.4%, -1.6, 0.9%
- O=C(N/N=C/c1cccc(OC(=O)c2cccc(Br)c2)c1)c1ccncc1
    4.9%, 4.2%, -11.0%, i, 24.2%, -1.2%, 8.5%, 0.0, 17.5%
- O=C(NC1CCN(Cc2ccccc2)CC1)C1CCN(S(=O)(=O)c2ccccc2)CC1
    -0.3%, -18.5%, -27.2%, i, 4.2%, 8.0%, 2.1%, 0.5, -19.9%
- O=C1C(=O)N(Cc2cccnc2)C(c2cccc(Br)c2)/C1=C(/O)c1ccc2c(c1)OCO2 (stereo not drawn)
    0.2%, -12.5%, -20.4%, i, 5.0%, -7.3%, -0.1%, -1.3, -6.7%
- Cc1cccc(Cn2nnc3c(=O)[nH]c(C4CCN(C(=O)c5ccc(F)cc5)CC4)nc32)c1
    -0.6%, 23.9%, 14.8%, i, ·, 0.6%, -11.8%, ·, 11.2%
- c1ccc(-n2cnc3cc(NCc4ccncc4)ccc32)cc1
    5.2%, -15.3%, 13.7%, i, 1.3%, -4.0%, 1.3%, -2.9, -17.4%
- c1ccc(N2CC3COc4ccccc4C3=N2)cc1 (stereo not drawn)
    8.91µM*, ?, 84.4%[activator], ·, 5.6%, ?, -2.5%, -3.2, 1.9%
- O=C(NCc1ccccc1)c1cc(C2COCCN2C(=O)CCc2ccccc2)on1 (stereo not drawn)
    -0.7%, ·, 9.1%, i, -1.7%, ·, 0.7%, 0.7, 4.8%
- COc1ccc(CCNC(=O)c2cc3n(n2)CCCN(Cc2ccc(C)cc2)C3=O)cc1OC
    1.1%, ·, -18.9%, i, ·, -0.3%, -24.4%, ·, -23.8%
- CC(C)(C)CCN1CCC(CN2CCNC2=S)CC1
    -1.2%, ·, -3.9%, i, 9.9%, ·, -2.2%, -0.4, -2.6%
- Cc1ccc(NC(=O)c2ccc3c(c2)C(=O)N(CC2CCCO2)C3=O)cc1C (stereo not drawn)
    2.7%, ?, 9.3%, i, 10.6%, 1.5%, 5.4%, 0.7, -3.6%
- O=C(c1ccc(OC2CCN(Cc3ccccn3)CC2)cc1)N1CCCCO1
    3.0%, 2.3%, -15.9%, ?, 4.1%, -7.2%, -2.5%, 0.0, -4.2%
- CC(=O)N1CCCc2cc(S(=O)(=O)N(CC(C)C)CC(C)C)ccc21
    0.1%, -14.3%, -18.5%, i, -8.5%, -4.7%, -44.9%, 0.1, 0.0%
- Cc1cccc(C(=O)Nc2ccc(C(=O)N/N=C/c3ccc4c(c3)OCO4)cc2)c1
    2.7%, ?, -1.1%, i, 5.6%, 1.2%, -36.4%, 0.5, -13.1%
- O=c1c(Br)c(Br)cnn1-c1ccccc1
    ?, -17.5%, 5.32µM*, ·, 3.5%, ?, 12.6µM*, -3.8, 10µM*
- CCCOc1ccc(-c2nn(-c3ccccc3)cc2C2NC(=O)NC(C)=C2C(=O)OC(C)C)cc1 (stereo not drawn)
    -0.7%, ?, -0.8%, i, ·, ?, -27.0%, ·, ?
- CC(=O)c1cc(-c2ccccc2)n(CC(=O)N2CCCCC2)c1C
    3.5%, -4.1%, 3.8%, i, 13.4%, 6.0%, -3.4%, -2.6, 20.4%
- COCC(=O)N(C)[C@H]1C[C@H]2c3[nH]c4ccccc4c3CCN2C(=O)[C@H]1[C@H](C)O
    0.7%, ·, 4.3%, i, 11.1%, ·, -1.4%, -2.1, 0.7%
- O=C(CN1CC(=O)Nc2ccccc21)Nc1ccc(F)c(F)c1
    7.0%, 11.5%, -2.7%[11.3 µM], i, 0.9%, -0.3%, -2.4%, -0.4, -8.1%
- CC(C)CCNC(=O)c1cc(-c2ccc(Br)s2)nc2ccccc12
    4.0%, 10.9%, 6.0%, i, ·, 7.4%, -0.3%, ·, -11.6%
- Cc1nc(Cl)c(C#N)c2c1CCCC2
    0.6%, -0.9%, 9.9%, i, 2.6%, 9.0%, 13.0%, -1.5, 6.7%
- CCOc1ccccc1N(CC(=O)NCCOC)C(=O)CCC(=O)Nc1ccccn1
    0.1%, -4.7%, 7.3%, i, 8.9%, -4.1%, 5.8%, 0.4, 37.1%[activator]
- CCOc1ccc(NC(=O)c2ccc(F)cc2F)cc1
    3.0%, ?, 17.2%, i, 4.4%, 6.2%, -21.5%, 0.1, -10.5%
- CCCNC(=O)C1(C)CCN(C(=O)c2cc(C(C)(C)C)nn2C)C1 (stereo not drawn)
    1.2%, ·, 1.9%, i, 2.8%, ·, -3.0%, -0.4, 17.2%
- COc1ccc(C2=C(Nc3ccccc3)c3ccccc3C2=O)cc1
    0.0%, 2.9%, -23.7%, ?, 9.4%, -6.8%, -17.4%, 13.6, ?
- N#Cc1c(NC(=O)CCCC(=O)O)sc2c1CCCCC2
    -2.7%, -4.5%, ?, i, -11.3%, 1.5%, -31.3%, 0.3, -25.4%
- CCCCCCSc1cccc(-c2nc3ccc(C)cn3c2NC2CCCCC2)c1
    0.3%, ?, -11.0%, i, 8.3%, ?, -28.9%, -2.8, -2.8%
- O=C(NC1CCCCC1)c1cccc(S(=O)(=O)N2CCCCC2)c1
    0.0%, -18.9%, -22.0%, i, -5.1%, 3.2%, 7.7%, -0.2, 0.2%
- CCOC(=O)N1CCN(C2CC(=O)N(c3ccccc3)C2=O)CC1 (stereo not drawn)
    -0.9%, -9.2%, -9.0%, i, -2.8%, 3.8%[1.84 µM], 3.2%, -1.7, 0.5%
- O=C1c2ccccc2[C@@H]2C[C@@H](O)[C@H](Nc3cccc4ccccc34)CCN12
    9.2%, -10.1%, -7.4%, i, 15.2%, -3.5%, -17.8%, -0.4, ?
- Cc1ccc(N(C(=O)Cc2cccs2)C(C(=O)NCC2CCCO2)c2ccncc2)cc1 (stereo not drawn)
    -0.2%, -3.7%, 10.9%, ?, 4.4%, -2.3%, 45.6%, -1.5, 27.1%
- CN1CCN(c2ccc(C(CC(N)=O)NC(=O)Cc3cccc4ccccc34)cc2[N+](=O)[O-])CC1 (stereo not drawn)
    -0.8%, -4.3%, -5.9%, i, 4.8%, -0.5%, 29.3%, -2.0, 23.3%
- COc1ccc(CNC(=O)c2cc3cc4cc(OC)ccc4nc3o2)cc1
    0.2%, -7.0%, 3.6%, i, ·, 8.5%, 8.5%, ·, -17.3%
- O=C(NN1CCOCC1)c1cc(-c2ccncc2)nc2ccccc12
    0.2%, 3.1%, 3.2%, i, 8.8%, 0.1%, 7.6%, 1.0, -4.8%
- Cn1c(CC(=O)NNC(=O)c2ccccc2F)nc2ccccc21
    1.0%, ?, ·, i, 2.2%, -9.8%, -26.6%, 0.9, -0.7%
- Cc1cccc(NC(=O)COC(=O)c2cccc(S(=O)(=O)N3CCCCCC3)c2)c1
    -0.5%, -9.0%, 0.2%, i, -1.2%, -0.4%, 4.5%, 0.2, 0.8%

Part of the list above, showing only A549 viability, S2 tox and TGFb inhibitor:
| structure | A549 viability | S2 tox | TGFb inhibitor |
| --- | --- | --- | --- |
| Cc1ccc(N(C(=O)Cc2cccs2)C(C(=O)NCC2CCCO2)c2ccncc2)cc1 (stereo not drawn) | -2.3% | ? | 27.1% |
| CCOC(=O)N1CCN(C2CC(=O)N(c3ccccc3)C2=O)CC1 (stereo not drawn) | 3.8%[1.84 µM] | i | 0.5% |
